SENP7 block = inhibitors of human SENP7 protease; Q9BQF6; recombinant SENP7, Z-RLRGG-aminoluciferin luminescence, 40 min; inhibition, % at 5 µM; hit rate 1.5% among 330,000; AID 434973;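 active means inhibition above about 50% at the single test dose, limit read from the data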;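 further: plate controls were DMSO with enzyme for no effect and no enzyme buffer wells for full effect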
Target sequence (Q9BQF6 706-1050 limits assumed): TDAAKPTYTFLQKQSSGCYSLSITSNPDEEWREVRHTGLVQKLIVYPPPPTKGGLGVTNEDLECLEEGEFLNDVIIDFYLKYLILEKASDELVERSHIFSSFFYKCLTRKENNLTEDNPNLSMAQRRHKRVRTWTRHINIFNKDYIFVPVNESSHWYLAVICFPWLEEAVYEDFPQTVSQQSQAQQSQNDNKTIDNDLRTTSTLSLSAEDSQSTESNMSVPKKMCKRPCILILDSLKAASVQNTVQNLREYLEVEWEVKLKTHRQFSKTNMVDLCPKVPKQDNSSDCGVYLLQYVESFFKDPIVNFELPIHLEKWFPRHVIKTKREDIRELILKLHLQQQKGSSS
HKDC1 inh = HKDC1 (human) hexokinase inhibition | recombinant HKDC1, G6PDH/diaphorase resazurin coupled fluorescence | inhibition, % at 20 µM | hit rate 0.16% among 340,000;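 active means inhibition above about 35% when tested at 20 µM, limit read from the data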;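 further: plate controls were DMSO wells with enzyme for no effect and DMSO wells lacking enzyme for full effect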
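Test system: Recombinant HKDC1 (HK5) hexokinase enzyme, produced in-house | Input: HKDC1 at 5 µg/mL | Buffer or medium: Tris pH 8.0 buffer with MgCl2, Tween-20, BSA, BME | Schedule: 90 min reaction incubation at room temperature, dark | Technique: Resazurin-to-resorufin fluorescence via G6PDH and diaphorase coupling, 525/613 nm | Controls: DMSO wells with and without enzyme mix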
SENP6 block = inhibitors of human SENP6 protease; Q9GZR1; Recombinant SENP6 catalytic domain, aminoluciferin luminescence; inhibition, % at 10 µM; hit rate 1.8% among 330,000; AID 2599;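 active means inhibition above about 50% at the single tested dose, limit read from the data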;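 further: plate controls were DMSO wells with enzyme for no effect and DMSO wells lacking enzyme for full effect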
SENP8 block-1 = SENP8 (human) protease inhibition; Q96LD8; recombinant SENP8, Nedd8 substrate fluorescence; inhibition, % at 20 µM; hit rate 0.64% among 360,000; AID 602440; in the data active means inhibition mostly above about 40%, no sharp cut-off; inactive means mostly below about 27%
Target sequence (Q96LD8 whole entry, looked up): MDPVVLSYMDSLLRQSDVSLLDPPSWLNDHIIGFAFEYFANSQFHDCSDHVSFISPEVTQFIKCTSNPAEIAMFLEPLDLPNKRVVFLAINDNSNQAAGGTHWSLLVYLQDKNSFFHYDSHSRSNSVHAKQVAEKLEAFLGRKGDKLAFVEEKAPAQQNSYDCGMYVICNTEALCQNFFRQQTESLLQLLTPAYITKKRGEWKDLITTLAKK
beta cell repl = inducers of beta-cell replication in MIN6 cells; MIN6 cells proliferation, ATPlite luminescence, 48 h; cells starved in 0.2% serum; 100% = growth in 10% serum; proliferation, % at 10 µM; hit rate 0.29% among 330,000; AID 2380;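 active means compounds whose signal lies at least 3.5 SD above the mean of all wells on their plate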;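 further: 0% = DMSO-treated cells in low-serum medium and 100% = 10% serum control; some compounds called inactive have numbers as strong as hits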
UBC13 inh = human UBC13 polyubiquitination inhibition. UBC13 polyubiquitin chain formation, TR-FRET. inhibition, % at 20 µM. hit rate 0.47% among 330,000. AID 485273; in the data active means inhibition above about 45%, passing the limit was not always enough
Target sequence (P61088 whole entry, looked up): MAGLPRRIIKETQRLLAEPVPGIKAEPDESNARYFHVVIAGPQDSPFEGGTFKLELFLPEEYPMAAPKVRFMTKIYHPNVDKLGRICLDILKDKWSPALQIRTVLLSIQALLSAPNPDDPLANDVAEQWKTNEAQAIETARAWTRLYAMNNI
PfG6PD inh = PfG6PD (Plasmodium falciparum) enzyme inhibition; hit rate 0.78% among 350,000; inhibition, % at 20 µM; AID 504690; PfGluPho enzyme, NADPH resazurin-diaphorase fluorescence;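 active means inhibition reaching at least a set limit at 20 µM in the primary screen, cut at about 59% in these data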;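 further: 0% = DMSO wells with substrate and 100% = DMSO wells lacking glucose-6-phosphate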
SENP1 inh = SENP1 (human) catalytic domain inhibition; recombinant SENP1 catalytic domain, CyPet-SUMO1-YPet FRET cleavage; inhibition, % at 10 µM; hit rate 0.21% among 360,000; AID 624204;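 active means inhibition at least 30% at 10 µM, raw YFP signal under a set limit, fluorescence ratio 0.5 to 1.5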;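 further: 0% = enzyme with DMSO and 100% = no enzyme wells; some results filed as inactive read as strong as hits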
Target sequence (Q9P0U3 419-644 limits assumed): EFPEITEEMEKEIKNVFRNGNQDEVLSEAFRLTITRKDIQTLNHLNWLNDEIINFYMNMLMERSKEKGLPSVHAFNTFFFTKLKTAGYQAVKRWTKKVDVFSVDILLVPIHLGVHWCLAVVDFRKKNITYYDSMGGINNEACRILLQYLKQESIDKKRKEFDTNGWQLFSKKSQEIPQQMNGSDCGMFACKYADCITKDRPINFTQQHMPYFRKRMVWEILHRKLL
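Test system: hSENP1 catalytic domain, recombinant; Amount: 20 pM final SENP1 enzyme; Medium: Tris pH 8 buffer plus EDTA, NaCl, BME, BSA, NP40, catalase; Schedule: 50 min enzyme reaction, room temperature, light-protected; Technique: FRET fluorescence in CFP and YFP emission channels; Controls: no-enzyme wells low, DMSO-plus-enzyme wells high control.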
SENP8 block-2 = SENP8 protease inhibition | purified SENP8, Z-RLRGG-aminoluciferin cleavage, luminescence | inhibition, % at 10 µM | hit rate 1.2% among 330,000 | AID 2540; in the data active means inhibition above about 50%
* marks the source's active call; other numbers are inactive results; i = inactive; nt = no result given.

Abbreviations: A = SENP7 block; B = HKDC1 inh; C = SENP6 block; D = SENP8 block-1; E = beta cell repl; F = UBC13 inh; G = PfG6PD inh; H = SENP1 inh; I = SENP8 block-2
1: O=C(CN(C(=O)CNS(=O)(=O)c1ccc(F)cc1)c1ccccc1)NCc1ccco1
  A: 6	B: -6	C: 6	D: 10	E: -1	F: -4	G: 19	H: 10	I: 11
2: CC(=O)Nc1sc(N/N=C\c2ccc(O)cc2)nc1-c1cccs1
  A: -7	B: 2	C: 12	D: -68	E: -2	F: -3	G: 21	H: -3	I: -4
3: CC(C)(C)SCCNC(=O)CN1C(=O)c2ccccc2S1(=O)=O
  A: -5	B: -3	C: -8	D: 4	E: -1	F: -2	G: -7	H: 2	I: -15
4: Cc1ccc(NC(=O)CSc2ccc3c(c2)OCCO3)nc1
  A: 12	B: -6	C: -9	D: 8	E: 0	F: 0	G: 8	H: 1	I: -8
5: Cc1cc(NS(=O)(=O)c2ccc(NC(=O)COc3cc(C)c(Cl)c(C)c3)cc2)no1
  A: -4	B: 2	C: 3	D: 1	E: -6	F: -18	G: -20	H: 1	I: -13
6: CCNC(=S)N/N=C/c1cc(Br)cc(Br)c1OC
  A: 12	B: -7	C: -2	D: 16	E: -4	F: 1	G: -9	H: 1	I: 0
7: COCCN(CCOc1cc(C)cc(C)c1)Cc1ccc(Cl)cc1
  A: 1	B: 1	C: 9	D: 3	E: -5	F: 2	G: 19	H: 0	I: -1
8: CO/N=C(/CNC(=O)c1cccc(Cl)c1)c1ccc(Cl)cc1
  A: -4	B: 0	C: -18	D: 26	E: -2	F: -2	G: 4	H: 0	I: -14
9: CC1(C)Cc2c(cnn2-c2cccc(F)c2)C(NC(=O)CSc2ccccn2)C1 (stereo not drawn)
  A: 4	B: -4	C: 0	D: -18	E: -1	F: 0	G: -8	H: -32	I: 2
10: COc1ccc(NC(=O)c2cc3c(=O)n(C)c4ccccc4c3n2C)cc1Cl
  A: 17	B: 1	C: 6	D: -65	E: -3	F: 12	G: 9	H: 1	I: -2
11: Cc1ccc(OCC(=O)NC2CCS(=O)(=O)C2)c(C)c1 (stereo not drawn)
  A: 0	B: 1	C: 0	D: 7	E: 4	F: 2	G: -5	H: 0	I: 9
12: CCC1(CC)C(=O)NC(=O)NC1=Nc1cccc(OC)c1
  A: -7	B: -4	C: -3	D: 12	E: 0	F: 4	G: -9	H: 2	I: -14
13: COc1ccc2cc(C(=O)N3CCN(c4ccccc4OC)CC3)[nH]c2c1
  A: 3	B: 13	C: -2	D: -40	E: 3	F: 2	G: 8	H: -29	I: 1
14: O=C(OCC1O[C@@H](OC(=O)c2cc(O)c(O)c(O)c2)[C@@H](OC(=O)c2cc(O)c(O)c(O)c2)[C@@H](OC(=O)c2cc(O)c(O)c(O)c2)[C@@H]1OC(=O)c1cc(O)c(O)c(O)c1)c1cc(O)c(O)c(O)c1 (stereo partly drawn)
  A: -6	B: nt	C: -5	D: nt	E: -8	F: 138*	G: nt	H: nt	I: 15
15: COc1ccc(CN(CC(=O)NCc2ccccc2)C(=O)CCC(=O)Nc2nccs2)cc1
  A: -3	B: -4	C: 8	D: 14	E: 1	F: -2	G: -12	H: -1	I: 2
16: CCn1ncc(C2=NOC(C(=O)NCC(C)C)C2)c1C (stereo not drawn)
  A: 5	B: 4	C: -7	D: 22	E: 0	F: 5	G: 8	H: 4	I: 2
17: CCOCCCNC(=O)CN1C(=O)CSc2ccccc21
  A: -17	B: -9	C: -4	D: 7	E: -3	F: -10	G: -2	H: 2	I: -14
18: Cc1cccc(N2CCN(Cc3cn(C)nc3-c3ccccc3F)CC2)n1
  A: 9	B: -8	C: -3	D: -18	E: -3	F: 8	G: 6	H: -1	I: -11
19: O=C(O)c1cccc(COc2ccc3c(c2)CCC3)c1
  A: 99*	B: -1	C: 97*	D: 25	E: -4	F: -6	G: -31	H: 1	I: 97*
20: O=C(c1ccccc1)N1N=C(c2ccc(F)cc2)CC1(O)C(F)(F)F (stereo not drawn)
  A: -7	B: 4	C: -24	D: 14	E: 3	F: 7	G: 0	H: 0	I: -1
21: CC(C)N(Cc1nc(-c2ccccc2)no1)C(=O)C1CCCCC1
  A: 2	B: 9	C: 0	D: 8	E: 0	F: 18	G: 3	H: 1	I: -7
22: CCN(CC)S(=O)(=O)c1ccc(N2CCCC2)c(NC(=O)c2nn(C)c(=O)c3ccccc23)c1
  A: 8	B: 8	C: 13	D: 3	E: -1	F: 3	G: 13	H: -7	I: 6
23: O=C(Nc1ccccc1)c1ccc(S(=O)(=O)NCc2ccco2)cc1
  A: 2	B: -2	C: -10	D: 8	E: -2	F: 0	G: -1	H: 0	I: -6
24: N/N=C(\c1ccccc1)c1cc(Br)ccc1N
  A: -6	B: -4	C: -24	D: 14	E: 0	F: 3	G: 11	H: -2	I: -6
25: COc1ccc(-n2nc(C(=O)NCC(=O)NC3CCCCC3)c3ccccc3c2=O)c(OC)c1
  A: 5	B: -4	C: 9	D: -37	E: -2	F: 4	G: 4	H: 6	I: -1
26: CC(=O)Nc1ccc(C(=O)NN2C(=O)NC3(CCCCC3)C2=O)cc1
  A: -7	B: 7	C: -10	D: 8	E: 3	F: 3	G: -1	H: -1	I: -1
27: Cc1ccc(/C(N)=N/OC(=O)c2cccc(F)c2)cc1
  A: 76*	B: -8	C: 61*	D: 19	E: -4	F: -12	G: 8	H: 0	I: 29
28: COc1cccc(C(=O)NCC(=O)N/N=C/c2cccnc2)c1
  A: 3	B: -3	C: 17	D: 11	E: -1	F: 4	G: -2	H: 1	I: -5
29: Cc1ccc(OCC(=O)N/N=C/c2ccc3c(c2)OCO3)cc1C
  A: nt	B: 10	C: nt	D: 5	E: nt	F: nt	G: 18	H: 1	I: nt
30: COc1ccc(C2C3=C(CC(C)(C)CC3=O)Nc3cc4c(cc32)OCO4)cc1 (stereo not drawn)
  A: -3	B: -3	C: 4	D: i	E: -1	F: 11	G: -3	H: -16	I: 1
31: COCCN(C(=O)CSc1nnc(Nc2ccc(C)cc2)s1)c1c(N)n(CC(C)C)c(=O)[nH]c1=O
  A: 9	B: -5	C: 19	D: 7	E: -5	F: -15	G: 17	H: -2	I: 2
32: O=C(CSc1ncn[nH]1)Nc1ccccc1-c1ccccc1
  A: 2	B: -6	C: -1	D: 6	E: -2	F: -8	G: -8	H: -9	I: 2
33: CCCCN(C(=O)c1cccs1)c1c(N)n(Cc2ccccc2)c(=O)[nH]c1=O
  A: 4	B: -5	C: 2	D: -28	E: 3	F: 12	G: 13	H: -14	I: 6
34: COC(=O)CNS(=O)(=O)c1ccc(Cc2ccc(S(=O)(=O)NCC(=O)OC)cc2)cc1
  A: -3	B: -2	C: -2	D: 19	E: 0	F: -3	G: -9	H: 1	I: 7
35: O=C(Nc1ccc(O)cc1)c1ccc2c(c1)C(=O)N(Cc1cccnc1)C2=O
  A: -5	B: 4	C: -4	D: 10	E: 5	F: 4	G: -4	H: -1	I: 5
36: COC(=O)c1cc(C(C)=O)n2ccccc12
  A: -1	B: -2	C: -30	D: -43	E: -1	F: 2	G: 11	H: -12	I: -1
37: CCC(=O)c1ccc(OCC(=O)NC2(C#N)CCCCC2)cc1
  A: 8	B: -2	C: 10	D: 14	E: -2	F: -5	G: -9	H: -1	I: 4
38: COc1cc(OC)c(C(=O)OCC(=O)NC2CCCCCCC2)cc1OC
  A: 4	B: -1	C: 3	D: -26	E: -3	F: -1	G: 15	H: 1	I: 5
39: C#CC(C)(C)NC(=O)c1sccc1Oc1ccc(F)cc1[N+](=O)[O-]
  A: 7	B: 3	C: -9	D: 8	E: 2	F: -3	G: -5	H: 5	I: -2
40: O=C(CSc1nc2cc(Cl)ccc2s1)N1CCCc2ccccc21
  A: 2	B: -2	C: -15	D: 15	E: -2	F: 2	G: 22	H: 4	I: -4
41: CC(C)CC(=O)NCCCN1CCN(CCCNC(=O)CC(C)C)CC1
  A: 5	B: 2	C: 7	D: -8	E: -3	F: 8	G: -7	H: 0	I: -1
42: Cc1ccc(NC(=O)C(=O)NCC2CCCN2S(=O)(=O)c2cccs2)cc1 (stereo not drawn)
  A: 9	B: -3	C: -8	D: 7	E: 2	F: 3	G: 11	H: -5	I: -2
43: S=c1[nH]nc(Cc2cccc3ccccc23)o1
  A: 4	B: 7	C: -2	D: 4	E: -3	F: -5	G: 5	H: 2	I: -4
44: O=C(NCc1ccccc1)C1=C[C@H](c2ccc(Br)cc2)C[C@H](OCCCCO)O1
  A: 0	B: 8	C: -9	D: -4	E: -5	F: -5	G: -6	H: -3	I: 17
45: Cc1nonc1NC(=O)CSc1nnnn1-c1ccccc1
  A: -8	B: -2	C: -17	D: 18	E: 1	F: -4	G: 22	H: 3	I: 11
46: COCCOC(=O)c1sc2nc[nH]c(=O)c2c1C
  A: 3	B: -6	C: 19	D: -126	E: -2	F: 8	G: -10	H: -31	I: 6
47: Cc1cc(CN2C(=O)c3ccccc3C2=O)no1
  A: 1	B: -4	C: 16	D: 5	E: 0	F: 13	G: -21	H: 2	I: 3
48: Cn1c(-c2ccccc2)c(C#Cc2ccc(N)cc2)c2ccccc21
  A: 7	B: 3	C: -13	D: i	E: -5	F: 6	G: 8	H: -47	I: 2
49: CN1CCC(OC(=O)COc2ccc(Cl)cc2Cl)CC1
  A: -1	B: -7	C: -6	D: 5	E: 2	F: 12	G: 3	H: 5	I: 2
50: Cc1cc(NC(=O)Cc2cc(F)cc(F)c2)no1
  A: -9	B: -2	C: -3	D: 17	E: -5	F: 1	G: 0	H: 1	I: 1

(listing goes on)
Abbreviations: A = SENP7 block; B = HKDC1 inh; C = SENP6 block; D = SENP8 block-1; E = beta cell repl; F = UBC13 inh; G = PfG6PD inh; H = SENP1 inh; I = SENP8 block-2
51: COc1ccc(CCNC(=O)COC(=O)c2cc(S(=O)(=O)NCc3ccccc3)ccc2O)cc1OC
  A: -4	B: -9	C: 7	D: -266	E: 1	F: 17	G: -12	H: 3	I: 4
52: CN1C2CCC1CC(NC(=O)CSc1ccc(C(C)(C)C)cc1)C2 (stereo not drawn)
  A: -10	B: -5	C: -27	D: 15	E: -1	F: 13	G: -2	H: 2	I: 3
53: Cc1cccc(Cn2c(N(C)CCO)nc3c2c(=O)[nH]c(=O)n3C)c1
  A: -1	B: 1	C: 0	D: -2	E: -1	F: 5	G: -14	H: 0	I: 2
54: COc1ccc(CCNS(=O)(=O)c2ccc(-n3cnnn3)c(OC)c2)cc1OC
  A: -6	B: -6	C: 3	D: 3	E: -4	F: 0	G: 1	H: 1	I: -12
55: Cc1[nH]n(-c2ccc(Br)cc2)c(=O)c1/C=N/NC(=O)c1ccccc1
  A: 17	B: -29	C: 18	D: -12	E: -4	F: -29	G: -24	H: -7	I: 0
56: CCOc1ccc(-n2c(=S)sc3c(=O)[nH]c(SCC(=O)NCC4CCCO4)nc32)cc1 (stereo not drawn)
  A: 0	B: 5	C: -5	D: 20	E: 0	F: -4	G: -17	H: 3	I: 1
57: CC(C)N1CCc2c(sc(NC(=O)C3CCCCC3)c2C(N)=O)C1
  A: 2	B: -2	C: 7	D: -201	E: 3	F: -6	G: 8	H: -30	I: -1
58: Cc1nn2c(SCC(=O)c3cccs3)cc(C(C)(C)C)nc2c1-c1ccccc1
  A: -6	B: 6	C: 1	D: -86	E: -7	F: -9	G: 4	H: 1	I: 2
59: CC(NC(=O)COc1ccc(/C=N/NS(=O)(=O)c2ccccc2)cc1)c1ccccc1 (stereo not drawn)
  A: -5	B: -10	C: -10	D: 27	E: 2	F: -3	G: 6	H: 3	I: -4

Source: PubChem
